CCT chaperon mod = modulators of cytosolic chaperonin (CCT/TRiC) activity | purified chaperonin ATPase assay, HTRF ADP detection, 30 min | activity change, % (no concentration beside the values), hits read low | actives 0.3% (n = 360,000) | AID 651819; in the data active = activity change below about -30%; also: % is scaled to controls: 0 for no effect and ±100 for the full control effect
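First, chaperonin was dispensed at 40 nM or 20 nM final depending on batch activity. Next, compounds were pinned at 76 uM and ATP added at 10 uM. After 30 min at 37 °C, ADP detection reagents ran 30 min at ambient temperature.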
WRN inhibitor = WRN helicase (human) inhibition; Potency, µM (titrated, usually from 114 µM), for the others: top-dose activity change, negative = inhibition, hits mostly inhibitors; actives 0.46% (n = 360,000); WRN helicase unwinding, fluorescent forked duplex, kinetic; AID 651768; Q14191; also: potency is read from the fitted curve at half-maximal effect; % is scaled to controls: 0 for no effect and ±100 for the full control effect; nearly all actives have a fitted effect of over 55% in size
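WRN at 20 nM final preincubated with compound 15 min at room temperature; reaction started with 100 nM fluorophore/quencher forked duplex oligonucleotide and 2 mM ATP final. Unwinding followed kinetically by red fluorescence (ex 525, em 598 nm).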
MmCpn inh = blocks the Methanococcus maripaludis chaperonin Mm-Cpn; actives 0.031% (n = 330,000); Potency, µM (top dose mostly 76.9 µM), inactives show at the top dose activity, negative = inhibition, hits mostly inhibitors; purified Mm-Cpn ATPase, ADP Transcreener TR-FRET; also: potency is read from the fitted curve at half-maximal effect; % is scaled to controls: 0 for no effect and ±100 for the full control effect; nearly all actives have a fitted effect of over 80% in size
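Inhibition of chaperonin ATP hydrolysis is measured as reduced ADP production, detected by competitive TR-FRET in which signal falls with ADP. Final enzyme 25 nM and ATP 10 uM, reacted 30 min at 37°C.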
EPAC2 antagonist = antagonists of human EPAC2 | Q8WZA2 | EPAC2 GEF exchange of Rap1B-BODIPY-GDP, fluorescence | Potency, µM (series often up to 114 µM), without a hit: top-dose activity, negative = inhibition, actives largely listed as inhibitors | actives 0.18% (n = 360,000); also: potency is read from the fitted curve at half-maximal effect; % is scaled to controls: 0 for no effect and ±100 for the full control effect; nearly all actives have a fitted effect of over 45% in size; many of its hits are not listed in these tables
EPAC1 antag = EPAC1 (human) antagonism; EPAC1 GEF assay, Rap1b-BODIPY-GDP exchange fluorescence; Potency, µM (doses to about 115 µM), without a hit: at the top dose activity change, negative = inhibition, actives largely listed as inhibitors; actives 0.14% (n = 360,000); AID 720709;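 also: potency is read from the fitted curve at half-maximal effect; plate controls were vehicle for no effect and positive control for full effect; nearly all actives have a fitted effect of over 50% in size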
Target sequence (O95398 whole entry, looked up): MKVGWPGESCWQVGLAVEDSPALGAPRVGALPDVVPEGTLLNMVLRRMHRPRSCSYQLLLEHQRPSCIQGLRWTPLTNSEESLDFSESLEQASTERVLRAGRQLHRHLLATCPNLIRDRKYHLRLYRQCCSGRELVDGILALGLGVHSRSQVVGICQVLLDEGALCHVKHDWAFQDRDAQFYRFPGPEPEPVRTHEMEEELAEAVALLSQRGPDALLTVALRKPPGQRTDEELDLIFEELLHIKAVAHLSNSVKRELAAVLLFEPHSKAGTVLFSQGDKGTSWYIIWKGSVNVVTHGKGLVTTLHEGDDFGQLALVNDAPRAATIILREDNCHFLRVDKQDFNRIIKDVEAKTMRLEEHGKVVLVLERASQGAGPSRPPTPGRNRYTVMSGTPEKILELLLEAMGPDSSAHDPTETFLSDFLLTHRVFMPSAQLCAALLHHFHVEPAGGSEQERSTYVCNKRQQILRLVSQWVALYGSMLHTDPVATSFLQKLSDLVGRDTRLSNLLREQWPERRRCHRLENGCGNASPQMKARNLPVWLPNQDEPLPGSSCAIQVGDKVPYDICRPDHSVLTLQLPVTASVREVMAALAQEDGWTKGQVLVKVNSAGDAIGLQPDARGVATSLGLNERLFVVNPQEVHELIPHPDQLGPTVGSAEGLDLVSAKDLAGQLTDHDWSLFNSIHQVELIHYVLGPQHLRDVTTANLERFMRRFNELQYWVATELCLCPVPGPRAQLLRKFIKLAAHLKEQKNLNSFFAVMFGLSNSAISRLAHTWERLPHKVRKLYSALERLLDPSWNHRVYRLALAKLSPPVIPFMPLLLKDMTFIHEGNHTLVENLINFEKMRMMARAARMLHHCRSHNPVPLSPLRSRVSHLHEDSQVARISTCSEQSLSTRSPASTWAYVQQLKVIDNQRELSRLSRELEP
EPAC1 agonist = activates human EPAC1 exchange factor; EPAC1 agonist qHTS, biochemical assay; response scale: 100% = response to 6.5 mM cAMP; Potency, µM (highest dose often 154 µM), for inactives: top-dose activation, hits mostly activators; actives 0.073% (n = 360,000); AID 720707; also: potency is read from the fitted curve at half-maximal effect; nearly all actives have a fitted effect of over 60% in size
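Normalized to 6.5 mM cAMP, activity reflects EPAC1-catalysed release of BODIPY-GDP from Rap1B, followed kinetically over 30 min at 480 nm excitation, 540 nm emission. Reaction contained 100 nM EPAC1, 250 nM Rap1B-BODIPY-GDP, 50 uM GDP.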
PI5P4K alpha inh = inhibitors of human PI5P4K alpha. PI5P4Kalpha enzyme, ADP-Glo luminescence, 60 min; stronger effect = lower value. max response, %. actives 1.2% (n = 330,000). AID 652105; active = max response of -50% or lower; inconclusive = between -30% and -50%; inactive = -30% or higher; also: value at the top dose of about 77 µM; % is scaled to controls: 0 for no effect and ±100 for the full control effect
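PI5P4Kalpha ADP-Glo assay; 5 microM ATP final; 60 min RT reaction; HEPES pH 7.4/EGTA/CHAPS, 5% DMSO; controls lacking substrate or enzyme; luminescent end-point.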
PLK1 PBD inh = inhibitors of human PLK1 polo-box domain binding | Plk1 PBD binding of FITC phosphopeptide, fluorescence polarization | Potency, µM, for inactives: max response, negative = inhibition, usual class: inhibitors | actives 2.8% (n = 360,000) | AID 720504; also: potency is read from the fitted curve at half-maximal effect; series mostly up to about 57 µM; % is scaled to controls: 0 for no effect and ±100 for the full control effect; nearly all actives have a fitted effect of over 65% in size
* hit, by the source's call; ? = inconclusive; . = not tested or not shown; [ ] = another dose, or the depositor's remark. Unless noted, calls follow the shape of the dose curve; as a rule, active = well fitted curve in the direction sought with a large enough effect; inconclusive = small, poorly fitted or top-dose-only effect, or another doubt; inactive = no such curve, though single readings can be large; an effect the other way counts as inactive or inconclusive.

SMILES	CCT chaperon mod	WRN inhibitor	MmCpn inh	EPAC2 antagonist	EPAC1 antag	EPAC1 agonist	PI5P4K alpha inh	PLK1 PBD inh
Cc1ccccc1NC(=O)c1c(Cl)nc(C)c(Cl)c1C	2.7	-2%	0%	-1%	-4%	-4%	4	-3%
COc1ccc(F)cc1CN1CCN(C(=O)CCC(=O)Nc2nnc(C3CCCCC3)s2)CC1	0.6	-10%	0%	-4%	4%	-8%	4	-13%
Cc1ccc(NC(=O)C=NOCC(=O)Nc2cc(C)cc(C)c2)cc1	-0.3	-37%	-2%	4%	-2%	-12%	6	-10%
COc1c2c(nc3occc13)C(CC=C(C)C)(OC)C(=O)C=C2 (stereo not drawn)	-2.7	-3%	3%	1%	-2%	-1%	-6	-19%
CCCc1ccc(-c2cc(C(=O)NN3CCOCC3)c3ccccc3n2)cc1	-0.1	-6%	2%	-4%	1%	9%	.	-2%
Cc1cc(N2C(=O)C(O)=C(C(=O)c3cccs3)C2c2ccc(F)cc2)no1 (stereo not drawn)	2.9	-10%	0%	17%	-6%	6%	4	1%
CC1CC(C)CN(c2ncnc3c2cnn3C)C1 (stereo not drawn)	3.0	-32%	-3%	-9%	-1%	2%	-1	-17%
O=S(=O)(NCCc1csc(-c2cccnc2)n1)c1cc(F)ccc1F	1.0	-7%	-11%	2%	8%	-4%	-4	-1%
CCc1nc2oc3ccccc3c(=O)c2c(=O)n1-c1ccc(C)cc1	-0.9	-32%	-3%	-3%	-17%	4%	-54*	-27%
Cc1nc([N+](=O)[O-])cn1CC(=O)c1ccc(F)cc1	-4.4	6%	1%	-4%	-5%	11%	5	-2%
CCc1nnc(NC(=O)c2nc3nccc(C)n3n2)s1	4.4	-14%	1%	7%	12%	-4%	-9	-8%
CN1C(=O)/C(=C/c2ccc(C(=O)NC3CCCC3)cc2)Oc2ccccc21	1.2	-5%	-3%	-4%	7%	8%	-2	3%
O=c1n(Cc2ccccc2)nc2n1-c1ccccc1SC2	-2.2	-1%	1%	-8%	-9%	3%	-9	-2%
O=C(NC1CCCC1)C1c2ccccc2OCC(=O)N1Cc1ccccc1 (stereo not drawn)	0.8	1%	.	10%	-16%	11%	0	-6%
COC(=O)CCC(=O)COc1ccc(OC)cc1C#N	-3.6	-2%	1%	-7%	-4%	13%	2	-2%
N/C(=N\N=Cc1ccc2c(c1)OCO2)NN=Cc1ccc2c(c1)OCO2	-2.0	-5%	.	4%	6%	3%	-25	4%
O=C(c1cccc(F)c1F)N1CCCC1	-3.2	12%	2%	8%	-9%	5%	6	-19%
CC(C)NC(=O)c1cc2nc(-c3ccco3)cc(C(F)(F)F)n2n1	-1.3	-17%	-3%	-1%	-5%	4%	.	-2%
O=[N+]([O-])c1ccccc1OCCN1CCCC1	0.3	5%	?	-12%	8%	4%	-3	7%
COc1cc(C(=O)NCCC(=O)N2CCC3(CC2)NCCc2[nH]cnc23)cc(OC)c1OC	0.1	2%	-2%	-4%	-15%	-10%	-5	4%
Cc1onc(-c2ccccc2Cl)c1C(=O)NCC1CCCO1 (stereo not drawn)	-1.3	-6%	0%	2%	-8%	8%	.	-9%
Cc1cc(C(=O)Nc2ncn(Cc3ccc(F)cc3)n2)ccc1[N+](=O)[O-]	-0.6	2%	1%	-2%	2%	14%	2	0%
CC(C)(C)c1cc(C(=O)O)n(Cc2ccc(Cl)cc2Cl)n1	-2.5	-5%	0%	-2%	2%	-5%	-2	4%
CC1(C)CC(NC(=O)N2c3ccccc3Sc3ccccc32)CC(C)(C)N1	-0.8	3%	-2%	8%	11%	-3%	11	-4%
CC[C@]12c3[nH]c4cc(-c5ccco5)ccc4c3CCN1C(=O)[C@@H](CC(=O)NCc1ccco1)C[C@@H]2C(=O)N1CCN(C(=O)C2CC2)CC1	-0.7	3%	-3%	13%	-15%	-10%	-19	?
Fc1ccccc1C(c1nnnn1Cc1ccc2c(c1)OCO2)N1CCN(Cc2ccco2)CC1 (stereo not drawn)	2.3	-5%	-2%	8%	2%	3%	4	-5%
COc1ccc(C(=O)COc2cccc(NC(=O)c3ccco3)c2)cc1	-0.7	3%	-2%	-4%	6%	11%	.	0%
COc1ccc(OC)c(/C=N/NC(=O)CC2C(=O)NN=C2C)c1 (stereo not drawn)	-1.5	-3%	-3%	-5%	-5%	7%	-3	-2%
CCc1cc2c(SCC(=O)c3ccc(Cl)s3)ncnc2s1	1.8	-4%	-4%	5%	0%	8%	23	0%
COc1ccc(C(=O)Nc2nc3ccc(S(C)(=O)=O)cc3s2)cc1	-2.0	13%	0%	4%	3%	1%	-22	-12%
Cc1nc2ccccc2nc(C)c1=NOCc1ccc(Cl)cc1Cl	3.3	-8%	0%	-5%	-5%	6%	-2	-6%
O=C(COC(=O)CC1CC2CCC1C2)NC(=O)NCc1ccco1 (stereo not drawn)	-1.0	-13%	0%	-2%	-11%	-6%	-19	-2%
NNc1nc2c(Cl)cccc2s1	0.7	-1%[11.6 µM]	0%	?	?	-2%	1	8%
O=C(Nc1ccccn1)C1CCCN1S(=O)(=O)c1ccc(Cl)cc1 (stereo not drawn)	-2.9	-24%	0%	-3%	4%	-23%	-7	-17%
Cc1ccc(S(=O)(=O)NCc2ccccc2C)cc1	-1.4	2%	-2%	-7%	-19%	-1%	-4	-18%
Nc1c(N(Cc2ccco2)C(=O)COc2ccc(Cl)cc2)c(=O)[nH]c(=O)n1Cc1ccccc1	-1.4	-18%	.	-4%	-1%	3%	4	8%
N#Cc1nc(COc2ccccc2Cl)oc1NCc1cccnc1	-3.5	-7%	0%	4%	6%	5%	.	?
N#CCCn1cc(C(=O)Nc2ccc([N+](=O)[O-])cc2)c(-c2cc3ccccc3o2)n1	-1.7	-3%	-1%	0%	-6%	9%	10	-7%
O=C(Nc1cccc(-c2ccc(N3CCOCC3)nn2)c1)c1cccc(Cl)c1	-0.2	-2%	.	-8%	-2%	-8%	1	-11%
CCn1c(SCC(=O)c2cccs2)nnc1-c1ccco1	0.3	-13%	0%	32%[activator]	25%	5%	-7	-18%
COc1cc(NC(=O)c2ccc(COCC(F)(F)F)o2)cc(OC)c1OC	-3.2	12%	-1%	-3%	-9%	7%	.	-17%
CC(=O)Nc1ccc(SC[C@H](Cc2ccccc2)N2CC[C@@H](O)CCC2=O)cc1	-2.6	0%	0%	1%	-4%	-4%	-1	?
Cc1ccccc1NC(=O)COC(=O)CN1C(=O)NC(C)(C)C1=O	1.5	0%	-10%	5%	14%	-4%	4	4%
CCc1ccccc1NC(=S)N(CCc1ccncc1)C(C)C	1.5	0%	0%	-1%	-6%	-8%	-4	-3%
[N-]=[N+]=N[C@@H](CCN1CC[C@H](NC(=O)OCc2ccccc2)CCC1=O)c1ccccc1	-1.1	-8%	1%	0%	-16%	-10%	3	-12%

Structures listed so far that contain a CF3 group:
SMILES	CCT chaperon mod	WRN inhibitor	MmCpn inh	EPAC2 antagonist	EPAC1 antag	EPAC1 agonist	PI5P4K alpha inh	PLK1 PBD inh
CC(C)NC(=O)c1cc2nc(-c3ccco3)cc(C(F)(F)F)n2n1	-1.3	-17%	-3%	-1%	-5%	4%	.	-2%
COc1cc(NC(=O)c2ccc(COCC(F)(F)F)o2)cc(OC)c1OC	-3.2	12%	-1%	-3%	-9%	7%	.	-17%

An excerpt from the list above, as a working copy:
SMILES	CCT chaperon mod	WRN inhibitor	MmCpn inh	EPAC2 antagonist	EPAC1 antag	EPAC1 agonist	PI5P4K alpha inh	PLK1 PBD inh
CCc1cc2c(SCC(=O)c3ccc(Cl)s3)ncnc2s1	1.8	-4%	-4%	5%	0%	8%	23	0%
COc1ccc(C(=O)Nc2nc3ccc(S(C)(=O)=O)cc3s2)cc1	-2.0	13%	0%	4%	3%	1%	-22	-12%
Cc1nc2ccccc2nc(C)c1=NOCc1ccc(Cl)cc1Cl	3.3	-8%	0%	-5%	-5%	6%	-2	-6%
O=C(COC(=O)CC1CC2CCC1C2)NC(=O)NCc1ccco1 (stereo not drawn)	-1.0	-13%	0%	-2%	-11%	-6%	-19	-2%
NNc1nc2c(Cl)cccc2s1	0.7	-1%[11.6 µM]	0%	?	?	-2%	1	8%
O=C(Nc1ccccn1)C1CCCN1S(=O)(=O)c1ccc(Cl)cc1 (stereo not drawn)	-2.9	-24%	0%	-3%	4%	-23%	-7	-17%
Cc1ccc(S(=O)(=O)NCc2ccccc2C)cc1	-1.4	2%	-2%	-7%	-19%	-1%	-4	-18%
Nc1c(N(Cc2ccco2)C(=O)COc2ccc(Cl)cc2)c(=O)[nH]c(=O)n1Cc1ccccc1	-1.4	-18%	.	-4%	-1%	3%	4	8%
N#Cc1nc(COc2ccccc2Cl)oc1NCc1cccnc1	-3.5	-7%	0%	4%	6%	5%	.	?
N#CCCn1cc(C(=O)Nc2ccc([N+](=O)[O-])cc2)c(-c2cc3ccccc3o2)n1	-1.7	-3%	-1%	0%	-6%	9%	10	-7%
O=C(Nc1cccc(-c2ccc(N3CCOCC3)nn2)c1)c1cccc(Cl)c1	-0.2	-2%	.	-8%	-2%	-8%	1	-11%
CCn1c(SCC(=O)c2cccs2)nnc1-c1ccco1	0.3	-13%	0%	32%[activator]	25%	5%	-7	-18%
COc1cc(NC(=O)c2ccc(COCC(F)(F)F)o2)cc(OC)c1OC	-3.2	12%	-1%	-3%	-9%	7%	.	-17%
CC(=O)Nc1ccc(SC[C@H](Cc2ccccc2)N2CC[C@@H](O)CCC2=O)cc1	-2.6	0%	0%	1%	-4%	-4%	-1	?
Cc1ccccc1NC(=O)COC(=O)CN1C(=O)NC(C)(C)C1=O	1.5	0%	-10%	5%	14%	-4%	4	4%
CCc1ccccc1NC(=S)N(CCc1ccncc1)C(C)C	1.5	0%	0%	-1%	-6%	-8%	-4	-3%
[N-]=[N+]=N[C@@H](CCN1CC[C@H](NC(=O)OCc2ccccc2)CCC1=O)c1ccccc1	-1.1	-8%	1%	0%	-16%	-10%	3	-12%

Assay outcomes (PubChem BioAssay)

These rows are one share of the data; rates above refer to the full screens.
